Screening results deposited in PubChem by several laboratories.
CSN deneddyl inh: inhibitors of CSN-mediated cullin deneddylation, primary screen, biochemical, fluorescence polarization, uHTS; 360,000 tested, 0.38% active; AID 651999, 2013; Purified CSN, SCF-Nedd8-OG deneddylation; COP9 signalosome complex subunit 5 (Homo sapiens), Q92905; inhibition, % at 12.5 µM;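 active = pattern-corrected inhibition above about 35%, with an unprinted fluorescence ratio check between 0.5 and 1.5, limit read from the data, passing the limit was not always enough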;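 note: 0% = enzyme with substrate and 100% = substrate without enzyme; some results filed as inactive read as strong as hits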
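Material: human Csn5 produced in HEK293T cells; Input: enzyme 0.24 nM; Reagent: SCFSkp2-Nedd8OG substrate at 10 nM final; Dosing: 12.5 µM compound; Incubation: 90 min reaction at room temperature; Detection: fluorescence polarization of the substrate; Evaluation: % inhibition of substrate cleavage by Csn5; Control set: substrate-only high control, full reaction low control.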
MsrA inh: bovine MsrA enzyme inhibitors, primary screen, biochemical, absorbance, HTS. Methionine sulfoxide reductase A (Bos taurus). purified bovine MsrA, absorbance read-out. inhibition, % at 15.5 µM. 360,000 tested, 0.75% active; in the data active = inhibition above about 4.5%;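 note: 0% = vehicle wells with enzyme and 100% = reference inhibitor wells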
FAS-TE inh: FAS thioesterase domain inhibitors, primary screen, biochemical, fluorescence intensity, uHTS; 360,000 tested, 0.67% active; Fatty acid synthase (Homo sapiens), P49327; recombinant FAS-TE, OMFH fluorogenic substrate, fluorescence endpoint; inhibition, % at 15 µM;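 active = compounds whose normalised, plate-corrected inhibition of enzyme fluorescence in the single-dose primary screen is 50% or more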;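 note: 0% = DMSO with enzyme and 100% = substrate without enzyme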
Neddyl block: inhibitors of cullin neddylation, primary screen, biochemical, TR-FRET, uHTS, NAE and Ubc12. NEDD8-conjugating enzyme Ubc12 (Homo sapiens) + NEDD8-activating enzyme E1 regulatory …. AID 651699, 2012. 360,000 tested, 0.58% active. calls only at 25 µM; in the data active = inhibition above about 36%
Target sequence (P61081 whole entry, looked up): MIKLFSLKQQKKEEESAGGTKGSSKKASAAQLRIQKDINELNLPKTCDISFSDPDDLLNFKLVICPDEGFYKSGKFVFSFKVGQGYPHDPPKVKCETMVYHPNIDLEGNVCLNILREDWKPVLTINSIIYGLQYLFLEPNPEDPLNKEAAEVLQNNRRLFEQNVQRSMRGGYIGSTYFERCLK
Target sequence (Q13564 whole entry, looked up): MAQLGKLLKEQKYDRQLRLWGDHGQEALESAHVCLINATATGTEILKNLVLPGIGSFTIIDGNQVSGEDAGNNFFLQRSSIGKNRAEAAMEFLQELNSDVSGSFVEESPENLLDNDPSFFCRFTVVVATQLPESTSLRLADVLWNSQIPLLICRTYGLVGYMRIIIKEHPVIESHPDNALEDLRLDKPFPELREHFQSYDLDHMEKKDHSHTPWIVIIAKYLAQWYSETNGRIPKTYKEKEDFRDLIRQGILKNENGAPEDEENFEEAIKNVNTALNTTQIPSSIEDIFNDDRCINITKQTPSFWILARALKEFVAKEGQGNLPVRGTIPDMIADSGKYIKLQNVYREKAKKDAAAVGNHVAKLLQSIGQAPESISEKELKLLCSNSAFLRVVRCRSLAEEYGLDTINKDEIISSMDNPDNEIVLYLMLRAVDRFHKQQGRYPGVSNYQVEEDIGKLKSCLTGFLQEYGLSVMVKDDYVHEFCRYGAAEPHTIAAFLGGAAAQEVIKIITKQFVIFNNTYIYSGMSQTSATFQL
eLon inh: inhibitors of E. coli Lon protease, primary screen, biochemical, fluorescence polarization | P0A9M0 | AID 602123, 2011 | inhibition, % at 7.94 µM | 360,000 tested, 0.42% active | purified E. coli Lon protease; in the data active = inhibition above about 13%, passing the limit was not always enough;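 note: 0% = enzyme with probe and DMSO and 100% = no enzyme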
MsrA act: bovine MsrA enzyme activators, primary screen, biochemical, absorbance, HTS. Methionine sulfoxide reductase A (Bos taurus). purified bovine MsrA, absorbance read-out. activation, % at 10.6 µM. 360,000 tested, 0.3% active. AID 602163, 2012; in the data active = activation above about 7.5%;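 note: 0% = vehicle and 100% = reference activator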
PABP1 MLLE inh: inhibitors of PABP1 MLLE–PAM2 peptide binding, primary screen, biochemical, fluorescence polarization, FITC-PAM2, GST-MLLE; inhibition, % at 20 µM; 360,000 tested, 0.36% active; in the data active = inhibition above about 35%, passing the limit was not always enough;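 note: plate controls were DMSO wells with GST-MLLE for no effect and wells lacking GST-MLLE protein for full effect; some results filed as inactive read as strong as hits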
Rin1-Abl PPI inh: inhibitors of Rin1-Abl protein binding, primary screen, biochemical, TR-FRET; Tyrosine-protein kinase ABL1 (Homo sapiens) + Ras and Rab interactor 1 (Homo sapiens), …; inhibition, % at 7.35 µM; 360,000 tested, 0.4% active; AID 588664, 2011; in the data active = inhibition above about 5%, passing the limit was not always enough
Tb MetRS inh: T. brucei MetRS inhibitors, primary screen, biochemical, luminescence | methionyl-tRNA synthetase (Trypanosoma brucei brucei) | purified T. brucei MetRS, ATP depletion, Kinase-Glo luminescence | inhibition, % at 11.9 µM | 360,000 tested, 0.4% active | AID 624268, 2012;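 active = inhibition above a per-plate cutoff of the control wells' mean inhibition plus 3 SD, cut at about 5.5% in these data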;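 note: 0% = DMSO wells median and 100% = median of wells with control inhibitor compound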
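Dosing: 11.9 µM single point; system: parasite MetRS enzyme; technique: luminescence of leftover ATP; times: 15 min enzyme-compound preincubation, 2 h reaction, 10 min detection, 25 °C; replicates: each compound tested once; read-out basis: percent inhibition relative to median high and low control wells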
* hit, by the source's call; i = inactive; . = no result given.

Keys – A = CSN deneddyl inh; B = MsrA inh; C = FAS-TE inh; D = Neddyl block; E = eLon inh; F = MsrA act; G = PABP1 MLLE inh; H = Rin1-Abl PPI inh; I = Tb MetRS inh
1. CC1=C(C(=O)N(C)C)CC(CC(=O)NCc2cccs2)C(=O)N1Cc1ccc(C(C)(C)C)cc1 (configuration not stated)
  A: -2; B: 0.6; C: -4; D: i; E: -11; F: 4; G: -5; H: 0; I: -0.9

2. CC(=O)N1CCC(N(CCCOC(C)C)S(=O)(=O)c2ccc([N+](=O)[O-])cc2)CC1
  A: 0; B: 1.3; C: 0; D: i; E: -7; F: -9; G: 7; H: -1; I: -1.3

3. CCN(CC)c1ccc(/C=C2\SC(N)=NC2=O)cc1
  A: 68*; B: 0.5; C: -12; D: i; E: -275; F: -3; G: -139; H: -14; I: -0.3

4. COc1ccc(N2CCN(C(CNC(=O)C(=O)NCCC3=CCCCC3)c3ccco3)CC2)cc1 (configuration not stated)
  A: -8; B: -0.9; C: 1; D: i; E: -2; F: -2; G: -3; H: -1; I: -0.4

5. COc1cc(C2C(C#N)=C(N)Oc3cc(C)n(CCN4CCOCC4)c(=O)c32)cc(OC)c1OC (configuration not stated)
  A: -7; B: 0.5; C: -7; D: i; E: -5; F: 2; G: -8; H: -3; I: -0.1

6. N#CCCn1cc(/C=N/NC(N)=S)c(-c2ccc(-c3ccccc3)cc2)n1
  A: -5; B: 0.8; C: -1; D: i; E: 11; F: -9; G: -35; H: 3; I: 1.0

7. COc1ccc(N2C(=O)c3ccc(C(=O)Nc4cc(OC)ccc4OC)cc3C2=O)cc1
  A: -1; B: -1.1; C: -2; D: i; E: -2; F: 0; G: 4; H: 1; I: -0.3

8. O=C(CSc1nnnn1C1CCCC1)NCc1ccc2c(c1)OCO2
  A: 6; B: -0.3; C: -7; D: i; E: -3; F: -4; G: 12; H: -2; I: -0.9

9. Oc1ccc[n+](/C=C\c2ccccc2)c1
  A: 0; B: 3.8; C: -4; D: i; E: 0; F: 0; G: -6; H: -1; I: -0.1

10. O=C(c1ccc2c(c1)OCO2)N1CCc2ccccc21
  A: -2; B: -0.4; C: -3; D: i; E: 4; F: -1; G: 11; H: 2; I: 0.4

11. CC1=NNC(=O)C1CCC(=O)N/N=C/c1ccc(Cl)cc1Cl (configuration not stated)
  A: 2; B: -0.5; C: -4; D: i; E: 3; F: -3; G: 0; H: -1; I: 2.2

12. Cc1cc(NC(=O)CCC(=O)N(C(C(=O)NC(C)(C)C)c2ccccc2Cl)C(C)(C)C)no1 (configuration not stated)
  A: 0; B: -0.5; C: -1; D: i; E: -7; F: 4; G: 14; H: 2; I: 0.2

13. Cn1ncc(Cl)c1C(=O)N1CCN(c2ccc(F)cc2)CC1
  A: 0; B: -1.3; C: -4; D: i; E: -3; F: -6; G: 3; H: -2; I: -0.6

14. NS(=O)(=O)c1ccc(NC(=S)NC2CC2)cc1
  A: 3; B: 0.3; C: -5; D: i; E: 2; F: 2; G: 8; H: 3; I: -0.1

15. COCC(=O)Nc1ccc([N+](=O)[O-])cc1OC
  A: -2; B: 0.8; C: -7; D: i; E: 5; F: -4; G: 6; H: -1; I: 2.1

16. C/C(=N\N=C(N)N)c1cc(Cl)ccc1Cl
  A: 1; B: 0.9; C: -3; D: i; E: 0; F: -3; G: -6; H: 1; I: -0.8

17. CCOC(=O)c1cncc(O)c1
  A: -3; B: 0.6; C: -5; D: i; E: 4; F: -4; G: 4; H: -1; I: -0.5

18. CCOC(=O)c1cnn2c(C)cc(-c3ccc(F)cc3)nc12
  A: 0; B: 1.4; C: -2; D: .; E: -3; F: -11; G: -8; H: -1; I: -2.1

19. O=C(Nc1ccc2c(c1)OCO2)c1cc(-c2ccncc2)nc2ccccc12
  A: -3; B: 0.2; C: 7; D: i; E: 0; F: -2; G: -41; H: -7; I: 0.1

20. O=C(CSCCc1ccccn1)Nc1cccnc1
  A: -3; B: 0.1; C: -8; D: i; E: -1; F: -2; G: 14; H: 2; I: -0.1

Marked active in CSN deneddyl inh, among the entries above:
nr | mol | CSN deneddyl inh | MsrA inh | Neddyl block | eLon inh | MsrA act | PABP1 MLLE inh | Rin1-Abl PPI inh | Tb MetRS inh
3 | CCN(CC)c1ccc(/C=C2\SC(N)=NC2=O)cc1 | 68* | 0.5 | i | -275 | -3 | -139 | -14 | -0.3

Looked up by compound from above:
Keys – A = CSN deneddyl inh; B = MsrA inh; C = FAS-TE inh; D = Neddyl block; E = eLon inh; F = MsrA act; G = PABP1 MLLE inh; H = Rin1-Abl PPI inh; I = Tb MetRS inh
8. O=C(CSc1nnnn1C1CCCC1)NCc1ccc2c(c1)OCO2
  A: 6; B: -0.3; C: -7; D: i; E: -3; F: -4; G: 12; H: -2; I: -0.9

7. COc1ccc(N2C(=O)c3ccc(C(=O)Nc4cc(OC)ccc4OC)cc3C2=O)cc1
  A: -1; B: -1.1; C: -2; D: i; E: -2; F: 0; G: 4; H: 1; I: -0.3

18. CCOC(=O)c1cnn2c(C)cc(-c3ccc(F)cc3)nc12
  A: 0; B: 1.4; C: -2; D: .; E: -3; F: -11; G: -8; H: -1; I: -2.1

16. C/C(=N\N=C(N)N)c1cc(Cl)ccc1Cl
  A: 1; B: 0.9; C: -3; D: i; E: 0; F: -3; G: -6; H: 1; I: -0.8

6. N#CCCn1cc(/C=N/NC(N)=S)c(-c2ccc(-c3ccccc3)cc2)n1
  A: -5; B: 0.8; C: -1; D: i; E: 11; F: -9; G: -35; H: 3; I: 1.0

19. O=C(Nc1ccc2c(c1)OCO2)c1cc(-c2ccncc2)nc2ccccc12
  A: -3; B: 0.2; C: 7; D: i; E: 0; F: -2; G: -41; H: -7; I: 0.1

17. CCOC(=O)c1cncc(O)c1
  A: -3; B: 0.6; C: -5; D: i; E: 4; F: -4; G: 4; H: -1; I: -0.5

Continued:
Keys – A = CSN deneddyl inh; B = MsrA inh; C = FAS-TE inh; D = Neddyl block; E = eLon inh; F = MsrA act; G = PABP1 MLLE inh; H = Rin1-Abl PPI inh; I = Tb MetRS inh
21. CCOc1ccccc1OCCCOc1ccc(C)cc1Br
  A: 1; B: -1.5; C: 22; D: i; E: -2; F: -6; G: 4; H: 3; I: -1.0

22. O=C(NC1CCCCC1)C1c2ccccc2OCC(=O)N1Cc1ccccc1 (configuration not stated)
  A: -3; B: -0.6; C: -6; D: i; E: -3; F: -1; G: .; H: .; I: 0.5

23. Cn1c(NC(=O)c2cc(Br)ccc2Cl)cc(=O)n(C)c1=O
  A: 3; B: -0.3; C: -5; D: i; E: 5; F: -3; G: 12; H: 0; I: -0.4

24. O=C(NCc1ccncc1)C(=O)Nc1ccc2c(c1)OCO2
  A: 4; B: -0.6; C: -6; D: i; E: 0; F: -3; G: 16; H: 1; I: -0.2

25. Cc1ccc(NC(=O)CN2CCc3cc4c(cc3C2)OCCCO4)cc1
  A: 2; B: 0.1; C: -4; D: i; E: 6; F: -7; G: -16; H: 7; I: -0.2

26. CCc1ccc(Nc2cc(C(=O)NCCCN3CCOCC3)c3ccccc3n2)cc1
  A: -2; B: -0.7; C: 4; D: i; E: 5; F: 0; G: 0; H: -2; I: -0.5
